Source: PubChem
ELG1 repair inh: blocks ELG1-dependent DNA repair in HEK293T cells; HEK293T ELG1-luciferase reporter, luminescence, 16 h; DNA damage induced by 5-fluorouridine; hit rate 2.3% among 330,000; AID 504467; Potency, µM (titrated, usually from 46.1 µM), for the others: top-dose activity change, negative = inhibition, usual class: inhibitors; further: potency means the concentration at half of the fitted maximal effect; on the % scale 0 is the no-effect control and ±100 the full control effect; nearly all actives have a fitted effect of over 55% in size
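DMSO vehicle served as the neutral condition. Each well held 2,000 cells given 5-fluorouridine plus compound; after 16 hr at 37 °C/5% CO2, ONE-Glo was added and luciferase measured 30 min later.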
ASM inhibitor: inhibitors of human secretory acid sphingomyelinase | P17405 | placental ASM, HMU-PC fluorogenic substrate, 60 min | Potency, µM (top dose mostly 57.5 µM), for inactives: at the highest dose activity change, negative = inhibition, most hits filed as inhibitors | hit rate 0.006% among 340,000 | AID 504937; further: potency means the concentration at half of the fitted maximal effect
Target sequence (P17405 47-631 limits assumed): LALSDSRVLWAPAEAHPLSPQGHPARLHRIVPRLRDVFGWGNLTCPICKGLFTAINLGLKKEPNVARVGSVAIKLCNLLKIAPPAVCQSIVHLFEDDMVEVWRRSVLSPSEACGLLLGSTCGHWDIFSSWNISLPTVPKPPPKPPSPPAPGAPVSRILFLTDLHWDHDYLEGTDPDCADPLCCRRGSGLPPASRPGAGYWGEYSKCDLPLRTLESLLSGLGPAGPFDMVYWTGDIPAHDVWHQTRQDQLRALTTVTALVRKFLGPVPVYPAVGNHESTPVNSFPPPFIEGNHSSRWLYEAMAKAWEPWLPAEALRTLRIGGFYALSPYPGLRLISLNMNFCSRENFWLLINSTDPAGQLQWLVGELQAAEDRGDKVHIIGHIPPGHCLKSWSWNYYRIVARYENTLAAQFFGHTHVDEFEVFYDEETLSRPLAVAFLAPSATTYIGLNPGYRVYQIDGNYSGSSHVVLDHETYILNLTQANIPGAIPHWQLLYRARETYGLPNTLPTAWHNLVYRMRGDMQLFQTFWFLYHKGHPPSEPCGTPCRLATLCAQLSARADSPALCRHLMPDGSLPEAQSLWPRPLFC
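HMU-PC0 cleavage (9 uM final) by human placental ASM, 60 min at 37 °C following 10 min compound exposure at RT; stopped at pH 10, fluorescence Ex 386/Em 447 nm.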
Mito fusion yeast: inhibitors of mitochondrial division or activators of mitochondrial fusion | S. cerevisiae fusion-defective mutant growth rescue, CellTiterGlo 48 h | Potency, µM (top dose mostly 46.1 µM), inactives show at the highest dose growth rescue (activation), most hits filed as activators | hit rate 0.23% among 320,000;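 further: potency means the concentration at half of the fitted maximal effect; % of control where 0% means no effect; nearly all actives have a fitted effect of over 45% in size; temperature-sensitive fusion mutants such as fzo1-1 at 37 °C on non-fermentable ethanol glycerol medium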
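Compounds are tested for their ability to restore growth of mitochondrial fusion-defective yeast strains at non-permissive 37C in YPEG medium over 48 hours. Viability is quantified by luciferase luminescence.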
AT treatment: potential ataxia-telangiectasia treatment | […] A-T fibroblasts, KAP-1 phosphorylation AlphaLISA; neocarzinostatin DNA damage 30 min before lysis | Potency, µM (titrated, usually from 57.5 µM), for inactives: at the highest dose activation, actives largely listed as activators | hit rate 0.19% among 320,000 | AID 485349; further: potency means the concentration at half of the fitted maximal effect; % of control where 0% means no effect; nearly all actives have a fitted effect of over 45% in size
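hTERT-immortalized A-T patient fibroblasts ([…]), 500 cells/well in OPTI-MEM, 1% FBS, got compounds for 60 min, then NCS for 30 min at 37C. Lysates were then assayed for phospho-KAP-1 by AlphaLISA (anti-pKAP1 donor, anti-KAP1 acceptor beads), 6 hr at 25C.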
Tb PFK block: blocks T. brucei phosphofructokinase; T. brucei PFK, ADP-Glo luminescence; Potency, µM (doses to about 57.5 µM), inactives show at the highest dose activity, negative = inhibition, hits mostly inhibitors; hit rate 0.17% among 330,000; AID 485367;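 further: potency means the concentration at half of the fitted maximal effect; 0% = uninhibited 1x PFK enzyme wells and -100% = no-enzyme wells; nearly all actives have a fitted effect of over 60% in size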
Target sequence (O15648 whole entry, looked up): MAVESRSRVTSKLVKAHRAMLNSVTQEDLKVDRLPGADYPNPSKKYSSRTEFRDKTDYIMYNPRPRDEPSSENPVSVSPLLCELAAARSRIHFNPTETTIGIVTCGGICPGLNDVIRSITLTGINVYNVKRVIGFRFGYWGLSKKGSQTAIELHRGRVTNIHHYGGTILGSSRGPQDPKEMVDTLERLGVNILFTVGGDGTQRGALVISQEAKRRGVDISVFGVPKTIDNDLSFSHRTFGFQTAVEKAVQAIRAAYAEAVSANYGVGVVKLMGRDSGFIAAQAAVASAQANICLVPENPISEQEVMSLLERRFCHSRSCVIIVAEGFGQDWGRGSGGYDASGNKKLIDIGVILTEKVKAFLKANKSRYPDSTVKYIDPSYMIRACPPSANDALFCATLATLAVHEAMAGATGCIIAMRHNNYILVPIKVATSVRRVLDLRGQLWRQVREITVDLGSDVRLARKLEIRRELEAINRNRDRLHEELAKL
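Luminescent ADP detection (ADP-Glo, two-step: ATP depletion then ADP-to-ATP conversion for luciferase) reported PFK activity after 45 min room-temperature reaction of 1.25 nM enzyme with 0.5 mM F6P and 0.1 mM ATP at pH 8.0.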
a7 integrin act: integrin-mediated muscular dystrophy alleviation activation | Potency, µM (series often up to 38.3 µM), for the others: at the highest dose activation, actives largely listed as activators | alpha7betagal myoblasts, beta-gal FDG fluorescence, 48 h | AID 624291 | hit rate 0.064% among 350,000;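 further: potency means the concentration at half of the fitted maximal effect; 100% = response of the positive control SU9516; nearly all actives have a fitted effect of over 60% in size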
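alpha7betagal+/- myoblasts (passage 13, 250/well) treated 48 h at 37C with compounds at 1:260 dilution of DMSO stock. Lysed, then beta-galactosidase activity read as FDG fluorescence (ex 480/em 540) after 30 min, with pre-read for autofluorescence.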
TSHR antag: human thyrotropin receptor antagonism; activity change, negative = inhibition, % at 11.5 µM; P16473; hit rate 0.2% among 330,000; AID 504810; TSHR-expressing cells, TSH-stimulated cAMP HTRF, 2 h; hits give low values;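 active means activity change below a set negative limit, meaning inhibition stronger than a set level, cut at about -70% in these data; inconclusive means activity change between two set negative limits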; further: on the % scale 0 is the no-effect control and ±100 the full control effect
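Cell-based HTRF cAMP assay; TSHR cells + compound, TSH EC80 (4nM final), 2 h, 37 deg C. Lysis with anti-cAMP cryptate and cAMP-d2, 30 min RT, read 665/620 nm.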
Chronic BCR inh: blocks chronic active B-cell receptor signaling. Potency, µM (series often up to 46.1 µM), inactives show top-dose ratio change, negative = lower green/red ratio, actives largely listed as inhibitors. AID 493014. ABC-DLBCL IkBa-CBG/CBR reporter, luminescence ratio, 4 h. hit rate 0.05% among 340,000; active means well fitted inhibition curve with a large enough effect in the signal ratio, with a control signal flat, not every such curve was filed as active; inconclusive means small, poorly fitted or top-dose-only effect, or effect the other way, or a change in a side signal; the % refers to the signal ratio;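 further: potency means the concentration at half of the fitted maximal effect; plate controls were basal doxycycline-induced cells for no effect and cells given 10 µM MG132 for full effect; MG132 reads +100%, hits lower the ratio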
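TMD8 ABC-DLBCL cells carrying doxycycline-inducible green luciferase fused to IkappaBalpha plus unfused red luciferase were exposed to compounds (up to 46 uM) for 4 hrs at 37C. Activity came from the overlap-corrected green/red luminescence ratio.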
TCR act: activates T cell receptor signaling | AID 504894 | 330,000 tested, under 10 active | primary human leukocytes, anti-CD3, IL-2 HTRF, 48 h | Potency, µM (series often up to 9.22 µM), for the others: top-dose activation of IL-2 secretion, usual class: activators; further: % of control where 0% means no effect
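Using a-CD3 beads without co-stimulation, primary human leukocytes were exposed to compounds for 48 hr. An HTRF IL-2 kit measured the cytokine, with europium-to-d2 energy transfer producing emission at 665nm upon 320nm excitation.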
Eya2 phos inh: inhibitors of human Eya2 phosphatase activity; AID 488837; recombinant Eya2, OMFP fluorescence dephosphorylation (OMFP is methylfluorescein phosphate); hit rate 0.006% among 330,000; O00167; Potency, µM (series often up to 76.9 µM), without a hit: at the top dose activity, negative = inhibition, most hits filed as inhibitors; further: potency means the concentration at half of the fitted maximal effect; on the % scale 0 is the no-effect control and ±100 the full control effect
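Eya2 protein (added as 0.2 uM solution) was preincubated with compound for 10 min at ambient temperature in 50 mM HEPES pH 7.5, 50 mM NaCl, 5 uM MgCl2, 0.05% BSA, 1 mM DTT. OMFP (added at 50 uM) then reacted 10 min; fluorescence read at 485/525 nm.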
TSG101-PTAP inh: blocks PTAP/TSG101 interaction to inhibit HIV-1 budding. Potency, µM (top dose mostly 115 µM), inactives show at the top dose activity change, negative = inhibition, most hits filed as inhibitors. 340,000 tested, under 10 active. Fluorescence polarization, FITC-PTAP peptide / Tsg101 binding. AID 493005. Q99816; active means well fitted inhibition curve with a large enough effect in the main read-out, with a control signal flat, not every such curve was filed as active; inconclusive means small, poorly fitted or top-dose-only effect, or effect the other way, or a change in a side signal; inactive means no such curve, though single readings can be large or run the other way; further: potency means the concentration at half of the fitted maximal effect; % of control where 0% means no effect
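FP read-out: FITC-PTAP peptide, 50 nM final, binding Tsg101 binding domain, 10 uM final; 20 min, r.t.; 10 mM HEPES pH 7.5, 0.15 M NaCl, 0.01% Tween 20, 3 mM EDTA, 0.1 mM TCEP.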
Starred values were filed as active, the others as inactive; ? = inconclusive; · = no result given; [ ] = another dose, or the depositor's remark. Unless noted, the call rests on the fitted dose curve; in most records, active means well fitted curve in the direction sought with a large enough effect; inconclusive means small, poorly fitted or top-dose-only effect, or another doubt; inactive means no such curve, though single readings can be large; an effect the other way counts as inactive or inconclusive.

SMILES	ELG1 repair inh	ASM inhibitor	Mito fusion yeast	AT treatment	Tb PFK block	a7 integrin act	TSHR antag	Chronic BCR inh	TCR act	Eya2 phos inh	TSG101-PTAP inh
Cc1ccc2nc3c(c(Nc4ccc(O)cc4)c2c1)CCC3	-2%	-3%	-2%	-1%	-10%	12%	-7	?	0%	1%	-5%
Cc1cccc(OCC(=O)Nc2ccc(S(=O)(=O)Nc3cc(C)nc(C)n3)cc2)c1	-1%	-1%	9%	1%	-14%	-3%	-4	11%	-4%	1%	-2%
C=C1CC(C(=O)N/N=C/c2ccccc2)C1	?	0%	·	-4%	1%	13%	7	?	-2%[46.1 µM]	-2%	-1%
CC1=C(c2ccc(C)cc2)S(=O)(=O)N(CC(=O)O)C1=O	1%	1%	-4%	2%	3%	22%	-1	0%	·	1%	·
Cc1ccc(OCCNC(=O)c2cccc(S(=O)(=O)NCc3ccccc3)c2)cc1	?	-15%	-1%	-5%	0%	-2%	-1	?	7%	-12%	-1%
Cc1ccc(-c2cc(C(=O)N3CCc4ccccc4C3)[nH]n2)cc1C	?	0%	-9%	0%	-1%	25%	-8	-5%	-2%	18%	-3%
Cc1ccc(S(=O)(=O)C2(C(=O)NCCc3ccccc3)CC2)cc1	5%	0%	4%	0%	3%	?	-5	-1%	1%	-12%	0%
COc1ccccc1-c1nn2c(C(F)(F)F)nnc2s1	23%	-3%	-3%	-4%	0%	-15%	11	-1%	2%	15%	-5%
C=C(C)C1CC=C(C)/C(=N/NC(=O)CNc2ccc(C)cc2C)C1 (configuration not stated)	-11%	1%	-4%	4%	1%	14%	-11	3%	-2%[46.1 µM]	-1%	-1%
O=C(COC(=O)c1cccs1)NC12CC3CC(CC(C3)C1)C2	9%	4%	-2%	-1%	-2%	11%	-5	0%	-2%	0%	0%
CCN(CC)S(=O)(=O)c1ccc(O)c(C(=O)OCC(=O)N2c3ccccc3CC2C)c1 (configuration not stated)	5%	-2%	10%	-15%	-4%	1%	8	4%	-5%	-1%	-8%
CCOC(=O)C(CC)n1cnc2c(nnn2-c2cccc(OC)c2)c1=O (configuration not stated)	28%	0%	11%	15%	0%	14%	-13	-13%	2%	-1%	-2%
O=C(COc1ccccc1[N+](=O)[O-])Nc1ccc2c(c1)CCC2	?	2%	8%	13%	4%	-28%	-12	?	8%	-16%	-2%
Cc1ccc(S(=O)(=O)C2(C(=O)N3CCCC(C)C3)CC2)cc1 (configuration not stated)	25%	2%	-1%	-1%	-2%	4%[7.66 µM]	0	2%	·	7%	-5%
Cc1ccc(C(=O)Cn2ncsc2=N)cc1	?	0%	2%	-8%	2%	19%	14	-12%	-5%	-9%	0%
COCc1[nH]c(=S)[nH]c(=O)c1C	1%	6%	5%	-1%	12%	23%	-1	0%	-5%	1%	2%
CCOC(=O)c1c[nH]c(=S)n1C	?	4%	-2%	3%	-3%	0%	-4	11%	7%	-2%	1%
CCCCn1c(CN2CCN(c3ccc(F)cc3)CC2)nc2c1c(=O)n(C)c(=O)n2C	-7%	-3%	-2%	-4%	1%	-3%	-2	-8%	-1%[46.1 µM]	4%	-3%
CCN(CC)c1ccc(C=N/C(C#N)=C(\N)C#N)cc1	?	-4%	-9%	-1%	-2%	-21%	-23	5%	-3%	13%	?
COc1ccc(C2N(c3ccc(Cl)cc3)C(=O)C3CCCN32)cc1 (configuration not stated)	18%	1%	-3%	-26%	-9%	28%	22	-1%	0%	6%	-1%
O=C(O)CSC(C(=O)Nc1ccc(Br)cc1)c1ccccc1 (configuration not stated)	8%	3%	0%	-5%	0%	2%	-2	?	-2%	6%	2%
Fc1ccc(NCc2ccccc2F)cc1Cl	5%	-12%	-3%	6%	?	-6%	-5	3%	-4%	-8%	1%
CCN1C(=O)c2ccccc2S(=O)(=O)c2ccc(C(=O)N3CCOCC3)cc21	2%	0%	-2%	-1%	2%	-20%	-16	4%	-2%	6%	4%
C/C(=C\c1cccc(Br)c1)C(=O)c1c(C)cc(C)[nH]c1=O	?	-3%	6%	-7%	3%	-27%	3	?	2%	11%	-2%
CCOC(=O)c1ccc(NC(=O)Oc2cc(C)c(Cl)cc2C(C)C)cc1	10%	-8%	2%	0%	2%	-7%	-6	?	-3%	-15%	-6%
New compounds follow.
SMILES	ELG1 repair inh	ASM inhibitor	Mito fusion yeast	AT treatment	Tb PFK block	a7 integrin act	TSHR antag	Chronic BCR inh	TCR act	Eya2 phos inh	TSG101-PTAP inh
CS(=O)(=O)N(CC(=O)Nc1cccc([N+](=O)[O-])c1)c1ccccc1F	-12%	2%	-5%	-5%	2%	11%	-5	5%	5%	-4%	0%
Cc1ccc(C(=O)OCC(=O)c2ccc(Cl)s2)s1	?	-1%	-6%	-3%	0%	-10%	-1	?	1%	15%	-1%
CCCS(=O)(=O)N1CCN=C1SCc1cccc(F)c1	0%	4%	2%	21%	0%	4%	-4	-7%	-7%	1%	-1%
Cc1cccc(CC(C)NC(=O)c2cc(COc3ccc(F)cc3F)on2)n1 (configuration not stated)	?	1%	3%	2%	-1%	?	-6	-7%	5%	-10%	-2%
CCc1cc(=O)oc2cc(C)cc(OCC(=O)NCc3ccccn3)c12	5%	0%	2%	9%	1%	11%	7	?	-3%	4%	-2%
CN(CC(=O)Nc1ccccc1C(=O)NC1CC1)Cc1ccccc1F	8%	-2%	1%	6%	-9%	2%	-9	-1%	2%	19%	-2%
O=C(c1ccccc1F)N1CCN(c2cnn(-c3cccc(Cl)c3)c(=O)c2Cl)CC1	?	2%	3%	-1%	17%	-18%	5	-2%	5%	-12%	0%
Cc1cc(C)nc(/N=C2\NC(=O)CC(C(=O)O)N2CCc2c[nH]c3ccccc23)n1 (configuration not stated)	1%	7%	2%	-1%	3%	0%	-1	-2%	-4%	10%	1%
COc1ccc(COc2cc(-c3cccc(OC)c3)nc3ccc(NC(=O)c4ccc(N(C)C)cc4)cc23)cc1	?	86%	-1%	8%	0%	-25%	6	?	13%	2%	-11%
CCOc1ccc(CCNC(=O)COC(=O)Cn2nc(C)c([N+](=O)[O-])c2C)cc1OCC	18%	-1%	-2%	13%	1%	3%	-12	-1%	1%	4%	2%
CCCNC(=O)c1ccccc1NC(=O)c1ccccc1SC	-3%	3%	-8%	-3%	3%	-1%	3	-17%	6%	7%	-4%
CCCNC(=O)C1CC(=O)N(c2ccc(OCC)cc2)C1 (configuration not stated)	11%	-3%	1%	-2%	26%	-2%	3	3%	-7%	-16%	4%
CC1CCN(S(=O)(=O)c2ccc(NC(=O)Cc3ccccc3)cc2)CC1	-18%	-9%	?	-1%	-8%	11%	-3	6%	·	6%	-7%
COc1ccc(-c2csc(NC(=O)c3ccc(N4C(=O)CCC4=O)cc3)n2)cc1	5%	0%	1%	1%	-3%	?	-1	4%	-8%	-29%	-5%
O=C(CSc1nc2ccccc2n1S(=O)(=O)c1ccccc1)N1CCCC1	?	0%	-4%	2%	5%	0%	1	-15%	-12%[46.1 µM]	-2%	-1%
COc1ccc(NC(=O)COC(=O)CCc2ccc(S(=O)(=O)N3CCOCC3)cc2)cc1Cl	4%	-2%	·	14%	0%	22%	9	1%	-4%[46.1 µM]	-4%	-3%
Cc1cc(C)c(NC(=O)CNC(=O)CN2C(=O)NC3(CCCc4ccccc43)C2=O)c(C)c1 (configuration not stated)	-10%	0%	-5%	6%	-13%	6%	3	0%	5%	14%	0%
CCC(C)NC(=O)C1CCN(S(=O)(=O)c2ccc(OC)cc2)CC1 (configuration not stated)	-1%	1%	-2%	1%	2%	-4%	7	18%	2%	3%	-1%
COc1ccccc1N1CCc2c(C)nc3c(OC)cccc3c21	-9%	148%[activator]	-3%	13%	-4%	-53%[inhibitor][7.66 µM]	5	-4%	1%	14%	-7%
